# TRPC4 potent: allosterically enhances the mouse TRPC4 cation channel. Q9QUQ5. HEK293 TRPC4beta/mu-opioid, DAMGO EC20, Fluo-4 Ca2+ flux; stronger effect = higher value. B-score at 10 µM. hit rate 0.42% among 310,000;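 active = B-score of calcium response area above 5 SD of library B-scores, with initial fluorescence ratio within 5 SD of library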;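 also: B-score of integrated fluorescence ratio over time as area under calcium response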
# Dyrk1A ADPGlo: inhibitors of rat Dyrk1A kinase; hit rate 0.43% among 310,000; AID 504441; ADP-Glo luminescence, NFATc1 peptide; Q63470; inhibition, % at 12.5 µM; in the data active = inhibition above about 50%;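 also: plate controls were vehicle with enzyme for no effect and no enzyme for full effect; many of its hits are not listed in these tables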
# KCNQ1 inh: blocks the human KCNQ1 potassium channel; P51787; CHO-K1 KCNQ1, FluxOR thallium flux fluorescence; stronger effect = higher value; B-score at 10 µM; hit rate 1.3% among 310,000; AID 2642;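 active = compounds whose thallium flux B-score, printed positive for inhibition, exceeds three library SD while starting fluorescence stays within three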;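 also: channel opened by potassium depolarization with thallium stimulus after 20 min compound exposure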
# Target sequence (P51787 whole entry, looked up): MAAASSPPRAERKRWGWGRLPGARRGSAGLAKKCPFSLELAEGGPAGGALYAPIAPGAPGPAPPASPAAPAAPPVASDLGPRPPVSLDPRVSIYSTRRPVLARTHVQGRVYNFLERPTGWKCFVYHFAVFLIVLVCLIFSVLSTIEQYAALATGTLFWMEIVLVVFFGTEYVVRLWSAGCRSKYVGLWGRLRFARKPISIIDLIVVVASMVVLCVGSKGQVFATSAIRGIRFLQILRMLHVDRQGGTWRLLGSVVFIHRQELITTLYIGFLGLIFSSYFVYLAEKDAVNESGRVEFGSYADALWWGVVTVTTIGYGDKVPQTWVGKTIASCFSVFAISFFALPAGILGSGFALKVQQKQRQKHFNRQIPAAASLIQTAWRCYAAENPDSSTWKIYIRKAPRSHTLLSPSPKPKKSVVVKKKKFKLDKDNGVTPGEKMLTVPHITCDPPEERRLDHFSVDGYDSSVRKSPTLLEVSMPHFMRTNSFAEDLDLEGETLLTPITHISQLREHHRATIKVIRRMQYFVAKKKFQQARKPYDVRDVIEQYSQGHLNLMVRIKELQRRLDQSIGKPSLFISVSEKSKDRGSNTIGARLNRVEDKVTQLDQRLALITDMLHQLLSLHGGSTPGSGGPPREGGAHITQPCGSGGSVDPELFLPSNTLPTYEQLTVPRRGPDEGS
# ANO1 block: blocks the mouse calcium-activated chloride channel TMEM16A; Q8BHY3; HEK293 TMEM16A/YFP iodide influx fluorescence, ionomycin; normalized B-score (activity score, 25-100; higher = stronger inhibition) at 10 µM; hit rate 1.2% among 310,000;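 active = ratio plate-corrected score three or more library SD toward inhibition, starting fluorescence score within five deviations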;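 also: score derived from kinetic fluorescence span divided by baseline fluorescence per well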
# HDAC3 inh: human HDAC3 inhibition; inhibition, % at 8.3 µM; recombinant HDAC3, fluorogenic peptide/trypsin coupled, fluorescence; hit rate 0.15% among 320,000; AID 2718; in the data active = inhibition above about 26%, passing the limit was not always enough
# ANO1 activ: mouse TMEM16A channel activation, primary screen; B-score at 10 µM; AID 623877; Q8BHY3; hit rate 0.3% among 340,000; HEK293 TMEM16A/YFP-H148Q/I152L, iodide quench fluorescence; stronger effect = lower value;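 active = fluorescence-ratio B-score plate-corrected deviation score at least 3 library SD below zero, with starting fluorescence score within 5 deviations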;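 also: channel opened by trigger with iodide after compound preincubation; score built on the fluorescence ratio of max minus min over baseline; more negative score means more quench and so TMEM16A activation or potentiation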
# hERG rescue: hERG (human) protection from proarrhythmic block | Q12809 | CHO-hERG, FluxOR thallium flux, dofetilide IC70 present | activation (rescue from dofetilide block), less the hit threshold, % at 10 µM | hit rate 0.51% among 310,000;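 active = activation above the mean of controls blocked by dofetilide plus 5 SD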;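 also: thallium influx through hERG after potassium depolarization seen as dye fluorescence rise; in these data hits start at about 4.7%; inactives centre near -7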
# KCNK9 block: blocks the human KCNK9 two-pore domain potassium channel | Q9NPC2 | HEK293 KCNK9, FluxOR thallium flux fluorescence; stronger effect = lower value | B-score at 10 µM | hit rate 1.2% among 310,000;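 active = ratio B-score over 3 SD below the library mean, with starting fluorescence within 5 SD of its mean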;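 also: negative B-score means less thallium flux so channel inhibition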
# KCNK3 inh: human KCNK3 channel inhibition, primary screen | AID 602410 | B-score at 10 µM | CHO-KCNK3 thallium flux, FluxOR fluorescence; stronger effect = lower value | O14649 | hit rate 0.84% among 340,000;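 active = B-score under library mean minus 4 SD, starting fluorescence ratio at most library mean plus 5 SD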;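 also: more negative B-score means stronger inhibition of thallium flux through KCNK3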
# Target sequence (O14649 whole entry, looked up): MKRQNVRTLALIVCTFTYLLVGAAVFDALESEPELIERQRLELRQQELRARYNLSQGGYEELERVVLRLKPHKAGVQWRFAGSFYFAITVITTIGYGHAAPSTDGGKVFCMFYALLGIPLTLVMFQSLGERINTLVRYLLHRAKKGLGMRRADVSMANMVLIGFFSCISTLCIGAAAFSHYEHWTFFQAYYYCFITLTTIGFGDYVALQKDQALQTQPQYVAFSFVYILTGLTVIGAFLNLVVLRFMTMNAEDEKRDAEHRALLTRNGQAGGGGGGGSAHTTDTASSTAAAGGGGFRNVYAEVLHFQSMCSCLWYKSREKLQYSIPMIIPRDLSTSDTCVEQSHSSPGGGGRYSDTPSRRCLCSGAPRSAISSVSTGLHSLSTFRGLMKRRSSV
# KCNQ1 act: potentiators or activators of human KCNQ1 potassium channel. P51787. CHO-K1 KCNQ1, thallium flux FluxOR fluorescence; stronger effect = higher value. B-score at 10 µM. hit rate 0.35% among 310,000;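 active = fluorescence ratio B-score, a plate-corrected score, at least three library SD, with initial intensity B-score within 5 SD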
#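 Material: CHO-K1 cells stably expressing KCNQ1. Medium: assay buffer for compound exposure, DMSO matched across wells. Reagent: K+/Tl+ depolarizing stimulus. Compound dosing: single-concentration screen. Times: 37 °C overnight plating, 90-min dark dye load, 20-min compound pretreatment. Technique: FluxOR Tl+ flux fluorescence.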
# TRPC4 agonist: TRPC4 (mouse) channel activation | Q9QUQ5 | HEK293 TRPC4beta/mu-opioid, Fluo4 calcium fluorescence; stronger effect = higher value | B-score at 10 µM | hit rate 0.49% among 310,000 | AID 2237;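 active = B-score above 5 SD of library B-scores, and initial fluorescence ratio not above library mean plus 5 SD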;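 also: positive B-score marks a calcium rise read as TRPC4 activation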
#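 Assay system – TRPC4beta and mu-opioid receptor HEK293 stable cells · Measured by – Fluo4 fluorescence, kinetic · Schedule – dye loading 45 min room temperature, 110 s kinetic read · Read-out – B-scored integrated calcium fluorescence ratio · Controls – buffer and maximal DAMGO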
# Starred values were filed as active, the others as inactive; i = inactive; nt = no result given. Some of the compounds tested; count on the stated rates, not on these rows.
entry | molecule | hERG rescue | ANO1 activ | KCNQ1 inh | KCNK9 block | ANO1 block | HDAC3 inh | Dyrk1A ADPGlo | KCNQ1 act | KCNK3 inh | TRPC4 potent | TRPC4 agonist
1 | Cc1csc2nc(O)c(C(=O)NCC3CCCO3)c(=O)n12 (configuration not stated) | -11 | i | i | i | i | -3 | -8 | i | i | i | i
2 | CCN(CC(=O)Nc1c(F)cccc1F)C(=O)CNC(=O)c1ccc2c(c1)OCO2 | -10 | i | i | i | i | 0 | -3 | i | i | i | i
3 | OC(CN1CCN(c2ccccc2)CC1)c1ccc2c(c1)CCN2 (configuration not stated) | -3 | i | i | i | i | nt | -5 | i | i | i | i
4 | O=C1CCN(Cc2ccccc2)CCN1[C@H](COc1ccccc1)c1ccccc1 | -15 | i | i | i | i | 3 | 5 | i | i | i | i
5 | COc1ccccc1N=C1SCC(=O)N1Cc1ccco1 | -2 | i | i | i | i | -2 | 9 | i | i | i | i
6 | O=C(Nc1cnc2ccccc2c1)c1ccco1 | -1 | nt | i | i | i | 7 | nt | i | i | i | i
7 | CC1(C)CC2(CC(c3ccc(F)cc3)c3ccc(O)cc3O2)NC(=S)N1 (configuration not stated) | -15 | i | i | i | i | 5 | 1 | i | i | i | i
8 | COc1ccc(S(C)(=O)=O)cc1S(C)(=O)=O | -9 | i | i | i | i | 2 | 16 | i | i | i | i
9 | O=C(Nc1nnc(CSCc2ccc(Cl)cc2)s1)c1cccc([N+](=O)[O-])c1 | -4 | i | i | i | 25* | -7 | -7 | i | i | i | i
10 | CCOc1cc(Cl)c(S(=O)(=O)NCCCn2ccnc2)cc1Cl | -12 | i | i | i | i | 2 | -5 | i | i | i | i
11 | COc1ccc(NC(C)=O)cc1S(=O)(=O)NC1CCSc2ccccc21 (configuration not stated) | -7 | i | i | i | i | 3 | -2 | i | i | i | i
12 | Cc1ccc(C(=O)NCCCN2CCOCC2)cc1N1CCCC1=O | -6 | i | i | i | i | -2 | 7 | i | i | i | i
13 | O=C(Nc1ccncc1NC(=O)c1cccc([N+](=O)[O-])c1)c1cccc([N+](=O)[O-])c1 | -10 | i | i | i | i | -7 | -9 | i | i | i | i
14 | Cc1ccc2nc(-c3ccc(S(=O)(=O)N4CCOCC4)cc3)cn2c1 | -10 | nt | i | i | nt | nt | nt | i | nt | i | i
15 | CCCCOC(=O)C(NC(=O)c1ccccc1)=C(C)C | -15 | i | i | i | i | -1 | 0 | i | i | i | i
16 | CCC1(c2ccc(F)cc2)NC(=O)N(CC(=O)NCC(=O)Nc2cccc(C)c2C)C1=O (configuration not stated) | -10 | i | i | i | 25* | -2 | 16 | i | i | i | i
17 | CCN1CCc2c(sc3c2c(NCc2ccco2)nc2nnnn23)C1 | -28 | i | i | i | i | -51 | 10 | i | i | i | i
18 | Cc1ccc(/C=N\NC(=O)CCc2n[nH]c(=O)[nH]c2=O)o1 | -7 | i | i | i | i | 9 | -1 | i | i | i | i
19 | CCC(CC)NC(=O)COC(=O)c1cc(SC)ccc1Cl | -4 | i | i | i | i | 2 | 5 | i | i | i | i
20 | CCCCOc1ccc(S(=O)(=O)NC(=O)NCc2ccc(OCCC)cc2)cc1 | -7 | i | i | i | i | -6 | -12 | i | i | i | i
21 | Cc1cc(=O)oc2c(C)c(OCC(=O)N(C)C)ccc12 | -8 | i | i | i | i | -21 | 2 | i | i | i | i
22 | CCOC(=O)C(NC(=O)c1cccc(Cl)c1)(Nc1nnc(C)s1)C(F)(F)F (configuration not stated) | -8 | i | i | i | i | 5 | 3 | i | i | i | i
23 | Cn1cc(C(=O)Nc2ccccn2)c(=O)c2ccccc21 | -8 | nt | i | i | nt | nt | -2 | i | i | i | i
24 | Cc1cc(C(=O)COC(=O)CN(C)S(=O)(=O)c2ccc(Cl)cc2)c(C)n1CC1CCCO1 (configuration not stated) | -3 | i | i | i | i | 2 | -13 | i | i | i | i
25 | COc1ccc(-c2cc(C(=O)NCC3CCCO3)c3ccccc3n2)cc1 (configuration not stated) | -6 | i | i | i | i | -10 | nt | i | i | i | i
26 | CC(=O)/C(C#N)=C1\NC(=O)C(Cc2ccc(F)cc2)S1 (configuration not stated) | -5 | i | i | i | i | 8 | 6 | i | i | i | i
27 | CCOc1cc(/C=N/N=C2/NC(=O)C(CC(=O)O)S2)ccc1OCc1ccc(Cl)cc1Cl (configuration not stated) | -5 | i | i | i | i | 0 | -4 | i | i | i | i
28 | Fc1ccccc1NC(=S)N1CCCCC1 | -10 | i | i | i | i | -6 | -5 | i | i | i | i
29 | CC(=O)NC1(c2ccc(F)cc2)CCN(C(=O)c2c(F)cccc2F)CC1 | -6 | i | i | i | i | -3 | -2 | i | i | i | i
30 | O=C(COc1cccnc1[N+](=O)[O-])NCCc1ccccc1 | -22 | i | i | i | i | 0 | -7 | i | i | i | i
31 | COc1ccc2c(CC(=O)OCC(=O)NC(=O)c3cccn3C)coc2c1 | -10 | i | i | i | i | -1 | -2 | i | i | i | i
32 | Cc1ccc(-n2c(C)cc(/C=c3/sc4nc5ccccc5n4c3=O)c2C)cc1 | -5 | nt | i | i | i | 5 | nt | i | nt | i | i
33 | COc1ccc(NC(=O)CS(=O)(=O)c2ccc(Br)cc2)cc1 | -3 | i | i | i | i | 6 | 6 | i | i | i | i
34 | Cc1cc(C)c(S(=O)(=O)NC(C)C)c(C)c1-n1cnnn1 | -5 | i | i | i | i | 4 | 1 | i | i | i | i
35 | Cc1ccc(C)c(NC(=O)NNC(=O)c2cc3ccccc3cc2O)c1 | -17 | i | i | i | i | nt | 2 | i | i | i | i
36 | COCc1cc(=O)[nH]c2cc(NC(=O)C(C)(C)CCl)c(C)cc12 | -14 | i | i | i | i | -1 | -8 | i | i | i | i
37 | O=C(NC1CCCC1)C(c1ccc(Cl)cc1)N1CCN(C2CCCCC2)CC1 (configuration not stated) | -7 | i | i | i | i | 1 | -9 | i | i | i | i
38 | O=S(=O)(c1ccc(F)cc1)N1CCC(O)(c2ccc3c(c2)OCO3)CC1 | -5 | i | i | i | i | 6 | -2 | i | i | i | i
39 | COc1cccc(CNc2nc3nc4c(c(=O)n3[nH]2)CCC4)c1 | -4 | i | i | i | i | -2 | -5 | i | i | i | i
40 | COc1ccc(/C=N/NS(=O)(=O)c2ccc(C)cc2)cc1OC(=O)c1ccccc1 | -4 | i | i | i | i | 12 | 4 | i | i | i | i
41 | Cc1ccc(NC(=O)c2ccc3c(=O)n4c(nc3c2)CCCCC4)cc1F | -5 | i | i | i | i | 6 | -7 | i | i | i | i
42 | CC(C)(C)C(=O)CN1C(=O)NC(c2ccccc2)(c2ccccc2)C1=O | -4 | i | i | i | i | 1 | -4 | i | i | i | i
43 | CC(=O)c1cccc(N(CC(=O)NCC2CCCO2)C(=O)CCC(=O)Nc2cc(C)on2)c1 (configuration not stated) | -1 | i | i | i | i | -5 | 4 | i | i | i | i
44 | COc1cccc2sc(N(CCN(C)C)C(=O)c3ccc(S(=O)(=O)N4CCCC4)cc3)nc12 | -12 | i | i | i | i | -3 | 6 | i | i | i | i
45 | CCn1c(SCC(=O)c2cc(OC)ccc2OC)nnc1-c1ccncc1 | -1 | i | i | i | i | -1 | -4 | i | i | i | i
46 | CCC(C)NC(=O)CC(NS(=O)(=O)c1ccc(NC(C)=O)cc1)C(C)C (configuration not stated) | -10 | i | i | i | i | -2 | -3 | i | i | i | i
47 | Cc1cc(C)cc(OCC(=O)OCC(=O)N(C)CC(=O)Nc2ccc(F)cc2)c1 | -3 | i | i | i | i | 9 | 2 | i | i | i | i
48 | O=C(Nc1cccc(C(F)(F)F)c1)NC1CCCCC1 | -5 | i | i | i | i | 2 | -4 | i | i | i | i
49 | COc1ccc(N2CCN(S(=O)(=O)/C=C/c3ccccc3)CC2)cc1 | -7 | i | i | i | i | 2 | 4 | i | i | i | i
50 | COc1ccc2[nH]c3c(NCCN(C(C)C)C(C)C)ncnc3c2c1 | nt | i | nt | nt | i | -39 | 18 | nt | i | nt | nt

# Going on with the list:
entry | molecule | hERG rescue | ANO1 activ | KCNQ1 inh | KCNK9 block | ANO1 block | HDAC3 inh | Dyrk1A ADPGlo | KCNQ1 act | KCNK3 inh | TRPC4 potent | TRPC4 agonist
51 | Cc1oc(-c2ccccc2)nc1Cn1cccc1C1=NC(c2ccccc2)CO1 (configuration not stated) | -6 | i | i | i | i | 0 | -4 | i | i | i | i
52 | CC12CC(c3ccccc3O1)C(/C(N)=N/NC(=O)c1ccc(F)cc1)C(=O)N2 (configuration not stated) | -10 | i | i | i | i | 1 | -1 | i | i | i | i
53 | CN(C(=O)COC(=O)c1nc(Cl)ccc1Cl)C1CCS(=O)(=O)C1 (configuration not stated) | -8 | i | i | i | i | 4 | -6 | i | i | i | i
54 | O=C(COc1ccc2ccccc2c1)N/N=C/C1CC=CCC1 (configuration not stated) | -5 | i | i | i | i | 3 | 0 | i | i | i | i
55 | CCN(CC)C(=O)N1CCC(NC(=O)c2ccccc2)CC1 | -6 | i | i | i | i | -7 | 1 | i | i | i | i
56 | Cc1cc(C)cc(N(CC(=O)NCc2ccco2)S(=O)(=O)c2c(C)noc2C)c1 | 0 | i | i | i | i | 9 | -7 | i | i | i | i
57 | NS(=O)(=O)c1ccc(CNC(=O)Cc2ccsc2)cc1 | -3 | i | i | i | i | 0 | nt | i | i | i | i
58 | COc1ccc(S(=O)(=O)N2CCOCC2)cc1NC(=O)c1ccc(Cl)cc1 | -8 | i | i | i | i | -19 | -4 | i | i | i | i
59 | CCOC(=O)C(=CNc1ccc(O)c(C(=O)OC)c1)C(=O)OCC | -7 | i | i | i | i | 9 | 10 | i | i | i | i
60 | CC1CCN(S(=O)(=O)c2ccc3c(c2)N(CC(=O)NCCCN(Cc2ccccc2)C(C)C)C(=O)CO3)CC1 | -9 | i | i | i | i | -2 | 1 | i | i | i | i
61 | CC(=O)Nc1ccc2c(c1)ncn2C1CCCCC1 | -1 | i | i | i | i | 3 | -2 | i | i | i | i
62 | Cc1ccc(CN2CCN(Cc3ccc(-n4cccn4)cc3)CC2CCO)cc1 (configuration not stated) | -7 | i | i | i | i | -1 | -3 | i | i | i | i
63 | COc1ccc(Br)cc1C(=O)Nc1cccc(C)c1C | -1 | i | i | i | i | -1 | 5 | i | i | i | i
64 | CC(C)(C)c1ccc(/C=N/Nc2cccc(C(=O)O)c2)cc1 | -9 | i | i | i | i | 13 | -4 | i | i | i | i
65 | CCCN(CCC)CCCNC(=O)Cn1cnc2sc(C)c(S(=O)(=O)N3CCCCC3)c2c1=O | -9 | i | i | i | i | 0 | 3 | i | i | i | i
66 | O=[N+]([O-])C(=C1Nc2ccccc2N1)/C(Cl)=C(/Cl)Br | -19 | i | i | i | i | 1 | -53 | i | i | i | i

# From PubChem
